# TAAR1 ag – agonists of human TAAR1 | Q96RJ0 | CHO RD-HGA16 TAAR1, Fluo-8 calcium fluorescence; vehicle wells 0%, saturating PEA agonist 100% | activation, % at 3 µM | 0.99% of 360,000 active | AID 624467;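 active means activation above the mean activation of all test compounds in the run plus 3 SD, cut at about 38% in these data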
#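 Assay system – CHO-derived RD-HGA16 cells with stable Gα16 and human TAAR1 · Compound dosing – one-point dosing at 3 µM (nominal) · Incubation – 17-24 h seeding, 75 min 37 °C dye, 30 min RT · Measured by – kinetic Fluo-8 calcium fluorescence · Control set – DMSO vehicle as 0%, PEA at EC100 as 100% · Repeats – single well for each compound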
# CHRM5 PAM – potentiates acetylcholine response at human M5 receptor | P08912 | CHO-K1 hM5, Fluo-8 calcium, ACh EC20 PAM; 0% = ACh EC20, 100% = ACh EC100 | activation, % at 3 µM | 0.3% of 360,000 active | AID 624038;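 active means activation above the run cutoff, the mean activation of all test compounds plus 3 SD, cut at about 18% in these data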
# Target sequence (P08912 whole entry, looked up): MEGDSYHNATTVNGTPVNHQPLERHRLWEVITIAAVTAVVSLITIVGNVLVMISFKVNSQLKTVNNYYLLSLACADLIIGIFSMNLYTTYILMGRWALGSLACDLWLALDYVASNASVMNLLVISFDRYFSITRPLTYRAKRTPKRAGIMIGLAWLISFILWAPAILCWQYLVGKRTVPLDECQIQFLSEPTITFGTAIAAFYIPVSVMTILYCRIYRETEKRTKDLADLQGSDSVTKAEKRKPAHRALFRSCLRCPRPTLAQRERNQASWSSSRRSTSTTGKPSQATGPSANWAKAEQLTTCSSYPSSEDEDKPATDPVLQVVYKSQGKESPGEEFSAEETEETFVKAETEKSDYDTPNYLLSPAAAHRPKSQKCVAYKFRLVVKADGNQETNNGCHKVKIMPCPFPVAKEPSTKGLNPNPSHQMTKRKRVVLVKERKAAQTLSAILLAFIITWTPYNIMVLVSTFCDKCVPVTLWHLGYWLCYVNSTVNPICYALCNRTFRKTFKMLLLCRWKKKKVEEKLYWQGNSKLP
#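 System: CHO-K1 hM5 cells. Reagent: acetylcholine, EC20 level. Compound dosing: single dose, 3 µM nominal final test concentration. Timing: Post-acetylcholine fluorescence recording 140 s. Detection: Fluo-8 calcium fluorescence. Read-out: % activation, ACh-normalized. Benchmarks: ACh EC20 and EC100 wells. Repeats: singlicate, one well per test compound.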
# CHRM1 PAM – human CHRM1 positive allosteric modulation; activation, % at 3 µM; CHO-K1 hM1, Fluo-8 calcium fluorescence, ACh EC20; 0% = ACh EC20, 100% = maximal ACh; 0.088% of 360,000 active; in the data active means activation above about 19%, passing the limit was not always enough
# CHRM1 agonist – agonists of human M1 muscarinic receptor; 0.33% of 360,000 active; AID 588814; CHO-K1 hM1, Fluo-8 calcium fluorescence, agonist mode; 0% DMSO, 100% acetylcholine EC100; activation, % at 3 µM;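 active means activation above the run's mean compound activation plus 3 SD, cut at about 16% in these data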;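 further: peak over basal fluorescence ratio within a 140 s kinetic read after compound addition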
# CHRM4 antagonist – CHRM4 antagonism in calcium assay. 0.73% of 360,000 active. inhibition, % at 3 µM. CHO-hM4 cells, ACh EC80, Fluo-8 calcium fluorescence;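 active means inhibition above its plate's cutoff, the mean inhibition of sample wells plus 3 SD, cut at about 27% in these data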;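 further: 0% = acetylcholine EC80 with DMSO and 100% = DMSO without agonist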
# Target sequence (P08173 whole entry, looked up): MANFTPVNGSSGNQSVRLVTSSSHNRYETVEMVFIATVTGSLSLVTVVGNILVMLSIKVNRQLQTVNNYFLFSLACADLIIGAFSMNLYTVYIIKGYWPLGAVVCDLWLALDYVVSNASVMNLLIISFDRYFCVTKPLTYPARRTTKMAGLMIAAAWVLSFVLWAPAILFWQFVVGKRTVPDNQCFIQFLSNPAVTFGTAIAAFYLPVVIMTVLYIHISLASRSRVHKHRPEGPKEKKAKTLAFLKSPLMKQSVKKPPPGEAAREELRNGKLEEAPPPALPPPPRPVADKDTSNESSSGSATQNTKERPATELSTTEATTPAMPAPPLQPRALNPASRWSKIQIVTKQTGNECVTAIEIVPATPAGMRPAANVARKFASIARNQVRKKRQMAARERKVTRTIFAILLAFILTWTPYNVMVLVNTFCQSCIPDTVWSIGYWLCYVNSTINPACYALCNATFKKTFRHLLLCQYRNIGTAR
# CHRM1 antagonist – antagonists of human M1 muscarinic receptor; CHO-K1 hM1, Fluo-8 calcium fluorescence, ACh EC80 antagonist; P11229; 1.3% of 360,000 active; inhibition, % at 3 µM; AID 588852;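 active means percent inhibition above its own plate's cutoff, namely the mean of that plate's compound wells plus 3 SD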;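 further: peak over basal fluorescence ratio during 140 s after agonist addition; 0% = ACh EC80 plus DMSO and 100% = DMSO alone without agonist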
# CHRM5 antagonist – blocks acetylcholine activation of human M5 receptor; P08912; inhibition, % at 3 µM; CHO-hM5 cells, Fluo-8 calcium fluorescence, ACh EC80; 0.59% of 360,000 active; AID 624040;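 active means inhibition above a per-plate cutoff, the mean of that plate's test compounds plus 3 SD, cut at about 27% in these data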;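 further: 0% = acetylcholine EC80 with DMSO and 100% = DMSO without agonist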
# M4 ag – agonists of human muscarinic M4 receptor (CHRM4). P08173. CHO-K1 hM4/Gqi5, Fluo-8 calcium fluorescence; vehicle 0%, full acetylcholine response 100%. activation, % at 3 µM. 0.14% of 360,000 active;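 active means activation above the run mean over all test wells plus 3 SD, cut at about 32% in these data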;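 further: peak over basal fluorescence ratio per well then scaled between controls; 0% = DMSO wells and 100% = acetylcholine at EC100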
# M5 ag – CHRM5 agonism in calcium assay; P08912; 0.19% of 360,000 active; CHO-K1 hM5 cells, Fluo-8 calcium fluorescence; 0% DMSO wells, 100% maximal acetylcholine response; activation, % at 3 µM;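 active means activation above the run's mean over test compounds plus 3 SD, cut at about 23% in these data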;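 further: signal is peak over basal fluorescence ratio across the kinetic read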
# Starred values were filed as active, the others as inactive; nt = no result given.
SMILES,TAAR1 ag,CHRM5 PAM,CHRM1 PAM,CHRM1 agonist,CHRM4 antagonist,CHRM1 antagonist,CHRM5 antagonist,M4 ag,M5 ag
C/C(CC(=O)Nc1c(C)cc(C)cc1C)=N\NC(=O)Cc1ccccc1,0,15,22,0,-5,-15,-7,2,-1
COC(=O)c1ccccc1NS(=O)(=O)c1ccc(F)cc1,1,0,-4,-4,2,14,-6,-1,-4
COCC1CCN(Cc2cn(-c3ccccc3F)nc2-c2cc(C)sc2C)CC1,2,-8,5,-5,-4,-15,15,0,-5
O=C(COC(=O)CCSc1ccccc1)Nc1ccc(F)cc1Cl,0,-2,4,-8,3,1,4,1,-3
O=C(NC(=S)N1CCOCC1)c1cn(-c2ccccc2)nc1-c1ccc(F)cc1,2,2,8,-4,-4,-11,-2,0,4
C/C(=N\NC(=O)c1cccs1)c1cccnc1,2,-6,-4,-4,3,4,-4,0,-2
O=C(c1cc(-c2ccc(F)cc2)nc2ccccc12)N1CCC1,5,-6,-5,-1,-19,9,4,14,1
Cc1ccc(C)c(NC(=O)CSc2nc3ccccc3nc2N2CCOCC2)c1,1,1,2,-4,1,3,0,10,1
Cc1cc(C)cc(OCC(=O)OC(C)C(=O)Nc2c(C)n(C)n(-c3ccccc3)c2=O)c1 (centres undefined),-1,1,10,-4,-3,-3,-3,0,-1
CCCCOc1ccc(C2CC(=O)N(C)C2=O)cc1 (centres undefined),3,5,8,-3,6,-5,2,0,-3
CCC1CCCCN1C(=S)NC(=O)c1ccc([N+](=O)[O-])cc1 (centres undefined),4,4,8,-8,-1,-5,-5,0,-1
CC(C)Nc1nc(NC2CCCC2)nc(N2CCOCC2)n1,4,5,10,-3,-2,-12,9,1,-5
CCOc1ccc(S(=O)(=O)NCCC(=O)Nc2ncccc2C)cc1,1,3,-3,-2,-1,-9,-4,1,-2
CCCNS(=O)(=O)c1ccc(NC(=O)c2ccccn2)cc1,3,5,6,-3,-3,-11,-4,2,-1
COc1ccccc1/C=N/OCc1cc(C(C)=O)ccc1OC,-2,1,6,-7,2,-11,2,-1,-7
Cc1cccc(C)c1-n1nnnc1C(c1ccnc2ccccc12)N1CCN(C(=O)OC(C)(C)C)CC1 (centres undefined),0,5,nt,nt,-11,nt,-4,1,2
O=C(Nc1ccc(-c2noc(COc3ccccc3Cl)n2)cc1)c1ccco1,12,-9,2,-1,-5,-26,-2,7,-3
Cc1c(N=Cc2cccs2)c(=O)n(-c2ccccc2)n1C,7,-2,0,-5,3,-5,0,2,2
O=C(NCC1CCCO1)c1ccc2c(=O)n(CC3CCCO3)c(SCC(=O)N3CCCC3)nc2c1 (centres undefined),0,-16,-6,-4,-2,13,14,16,2
Cc1cccc(N(CC(=O)NC(C)(C)C)C(=O)CCC(=O)Nc2nccs2)c1,-1,-9,12,1,-2,-21,6,1,2

# Part of the list above, reformatted:
SMILES	TAAR1 ag	CHRM5 PAM	CHRM1 PAM	CHRM1 agonist	CHRM4 antagonist	CHRM1 antagonist	CHRM5 antagonist	M4 ag	M5 ag
COc1ccccc1/C=N/OCc1cc(C(C)=O)ccc1OC	-2	1	6	-7	2	-11	2	-1	-7
CCC1CCCCN1C(=S)NC(=O)c1ccc([N+](=O)[O-])cc1 (centres undefined)	4	4	8	-8	-1	-5	-5	0	-1
CC(C)Nc1nc(NC2CCCC2)nc(N2CCOCC2)n1	4	5	10	-3	-2	-12	9	1	-5

# Of the compounds above, 3 have a thiophene ring, fused or not.
SMILES,TAAR1 ag,CHRM5 PAM,CHRM1 PAM,CHRM1 agonist,CHRM4 antagonist,CHRM1 antagonist,CHRM5 antagonist,M4 ag,M5 ag
COCC1CCN(Cc2cn(-c3ccccc3F)nc2-c2cc(C)sc2C)CC1,2,-8,5,-5,-4,-15,15,0,-5
C/C(=N\NC(=O)c1cccs1)c1cccnc1,2,-6,-4,-4,3,4,-4,0,-2
Cc1c(N=Cc2cccs2)c(=O)n(-c2ccccc2)n1C,7,-2,0,-5,3,-5,0,2,2

# Continuation:
SMILES,TAAR1 ag,CHRM5 PAM,CHRM1 PAM,CHRM1 agonist,CHRM4 antagonist,CHRM1 antagonist,CHRM5 antagonist,M4 ag,M5 ag
COc1cccc(CC(NC(C)=O)C(=O)NC2CCN(C(=O)C3CCCCC3)CC2)c1OC (centres undefined),-1,5,11,3,8,-9,5,1,0
COC(Cc1nnc(SC)n1-c1ccc(Cl)cc1)OC,2,5,10,0,-3,-12,4,0,2
COC(=O)C(C)Sc1nnc(Cc2cc(=O)[nH]c(=O)[nH]2)n1-c1cc(C)ccc1C (centres undefined),4,-4,10,-2,9,-15,9,1,1
COc1ccc2oc(=O)c(/C(C)=N/NC(=O)c3ccncc3)cc2c1,3,5,5,-7,-6,10,-4,0,-1
NC(=O)COC(=O)c1oc2ccccc2c1CSc1ccc(Cl)cc1,5,7,1,-13,-5,-4,-18,3,-1
OC(CNc1nc2ccccc2s1)c1ccccc1 (centres undefined),8,-3,8,-4,-2,-7,-3,2,-1
c1ccc(-c2ccc3sccc3n2)cc1,0,-9,-4,-5,10,3,16,-1,3
Cc1ccc2nc(NCc3ccccc3)c(C=NCc3cccnc3)c(=O)n2c1,0,-4,-3,-3,-6,12,2,2,-1
CCC1CN(C(=O)NCc2ccccc2)c2cc(Cl)ccc2O1 (centres undefined),-1,-2,-10,-9,2,9,-6,-1,-8
O=C(Cn1c(NCCO)nc2ccccc21)c1cccs1,7,-4,-5,-1,-9,-12,2,3,0
COc1ccc(S(=O)(=O)NCC2CCC(C(=O)NCCC(C)C)CC2)cc1 (centres undefined),4,-2,4,-5,-7,0,-9,1,-2
COC(=O)c1ccc(COC(=O)Cc2n[nH]c(=O)c3ccccc23)cc1,4,-14,3,-3,7,5,13,13,2
CCC(=NCCc1c(C)[nH]c2ccc(C)cc12)C1=C(O)CC(c2ccccc2)CC1=O (centres undefined),4,-5,-6,-11,-13,3,-1,1,-8
COc1cc(C(=O)NCC(c2cccs2)N2CCOCC2)cc(OC)c1OC (centres undefined),1,-1,7,1,-20,-12,-6,0,-3
CC1CCCC(NC(=O)COC(=O)c2ccc3ccccc3n2)C1C (centres undefined),4,-2,10,-5,-2,-7,-4,-1,0
COc1ccc(C2C3=C(CCCC3=O)NC3=C2C(=O)c2ccccc23)cc1 (centres undefined),21,3,12,-3,-4,-26,7,1,-2
Nc1cc(Cl)ccc1C(=O)OCC(=O)N1CCOCC1,2,9,5,-3,-7,-6,6,1,1
COc1ccc(-c2nc3n(n2)C(c2ccccc2)C2=C(CCCC2=O)N3)cc1OC (centres undefined),4,4,12,-2,10,-6,-4,2,-1
O=C(/C=C/c1ccc(N2CCOCC2)cc1)c1ccccc1,7,-9,-5,7,0,11,9,9,18
CSc1cccc(NS(=O)(=O)c2cccs2)c1,3,-5,6,-5,-13,-6,-1,2,-1
CCCNS(=O)(=O)c1ccc(CCC(=O)Nc2cc(Cl)ccc2Oc2ccccc2)cc1,9,-19,-7,0,43*,30,29*,9,0
O=C(CSc1nnc(CNC(=O)C23CC4CC(CC(C4)C2)C3)n1-c1ccccc1)Nc1ccc(F)cc1,16,1,9,-2,-6,8,-7,-1,-1
O=c1c2ccccc2oc2ccc(C#CC3(O)CCCCC3)cc12,16,-16,-2,-6,9,6,7,13,-6
NS(=O)(=O)c1ccc(CCNC(=O)COC(=O)C2COc3ccccc3O2)cc1 (centres undefined),21,0,0,-3,7,3,17,0,-1
Cc1ccc(C(=O)Nc2ccc(F)cc2)cc1NC1=NC2CS(=O)(=O)CC2S1 (centres undefined),0,1,5,-2,3,-8,0,1,1
Cc1ccccc1CNC(=O)CCC(=O)N1CCOc2ccccc21,3,-1,2,-1,-4,-7,0,0,3
CCCCCC(=O)N(O)C1CC(=O)N(c2ccccc2)C1=O (centres undefined),16,1,7,-3,-7,-9,3,1,-2
CCN(CC)C(=O)CSc1nnc(-c2ccccn2)n1Cc1ccccc1,0,6,16,-2,8,-15,7,1,0
C[C@H]1CN([C@@H](C)CO)C(=O)CCCn2cc(nn2)CO[C@@H]1CN(C)C(=O)Nc1ccc(-c2cccs2)cc1,3,2,10,-1,-1,-2,-3,0,-1
CCOC(=O)C1CCCN(C(=S)Nc2ccc(C)cc2C)C1 (centres undefined),69*,-6,-28,85*,4,83*,10,2,36*
CCOC(=O)Cc1cn2c(=O)cc(CSCC(=O)Nc3ccc(C)c(C)c3)nc2s1,0,3,5,-2,-9,-1,-4,2,-2
COc1ccc2oc(C(=O)OC/C(O)=C(\C#N)c3nc4ccccc4[nH]3)c(C)c2c1,1,1,7,-3,-12,-5,4,0,-4
CC(=O)NC1CCCC(NC(C)=O)C1 (centres undefined),0,-6,0,-1,-9,4,4,0,4
COC(=O)c1cc(CN2C(=O)c3ccccc3C2=O)c(O)c([N+](=O)[O-])c1,-2,-9,3,-4,-25,-6,18,0,-3
O=C(Cn1nc(-c2ccccc2)ccc1=O)NCCN1CCN(c2cccc(Cl)c2)CC1,10,-6,-6,-6,-4,0,-6,4,-6
Cc1nn(C)cc1CN(C)C(=O)c1nn2c(c1Br)NC(c1cccs1)CC2C(F)(F)F (centres undefined),0,4,7,0,9,-11,3,1,-3
O=C(Nc1ccccc1)c1ccc(S(=O)(=O)N2CCC(C(=O)O)CC2)cc1,5,4,3,-1,-2,-1,-1,1,-2
CC(C)Oc1ccc(S(=O)(=O)N2CCOCC2)cc1NC(=O)CC1CCCC1,10,-1,10,-3,-3,-1,-4,0,0
O=C(O)CCc1nn2c3ccccc3n(CCN3CCCCC3)c2nc1=O,6,-5,-2,-2,-1,6,9,1,1
CC1CC(C)CN(C(=O)C(C)N2CCN(S(=O)(=O)c3ccccc3F)CC2)C1 (centres undefined),0,11,16,-3,-10,-26,-5,1,0
O=C(C#Cc1ccccc1)c1ccc([N+](=O)[O-])cc1,19,6,4,-2,1,-17,-2,1,-5
Clc1ccc(-c2nc3n(n2)Cc2ccccc2-3)cc1,8,11,11,-2,0,-13,-4,2,-2
O=C(NCc1ccc(F)cc1)C(c1ccccc1)N(C(=O)c1csnn1)C1CC1 (centres undefined),1,-7,-11,-6,4,6,11,3,-2
COc1ccc(C2=Nc3ccccc3N(C(=O)c3ccc(C)cc3)C2C(=O)NCc2ccccc2)cc1 (centres undefined),0,3,nt,nt,-20,nt,2,3,-2
O=C(OCC(=O)N1CCCC1)c1cc(Cl)ccc1Cl,0,-1,8,3,0,-1,6,1,-4
CCn1c(SCC(=O)Nc2nc(-c3ccccc3)cs2)nnc1-c1ccccc1,5,-9,-8,11,-7,6,1,12,4
O=C(NCC(F)(F)F)c1[nH]c(C(F)(F)F)nc1-c1ccccc1,2,-8,-1,1,-9,-20,0,3,3
Cc1c(CN2CCC(CO)(CCOc3ccccc3)CC2)[nH]c2ccc(Cl)cc12,16,7,9,-3,4,-7,11,6,2
CN(Cc1ccccc1F)C(=O)COc1ccc(C(=O)c2ccccc2)cc1,4,-4,-2,-5,-2,1,12,10,1
N#CCCCN1C(=O)C(=C(C#N)C#N)c2ccccc21,9,4,6,2,-5,-1,16,7,4
COc1ccc(NS(=O)(=O)c2ccc3c(c2)N(C(C)=O)CCO3)c(OC)c1,3,-2,15,3,6,-15,4,4,-2

# High-throughput results from PubChem BioAssay.

# A portion of the library, so the mix of outcomes need not match the whole.
